Bioassay records as filed in PubChem BioAssay.
ssDAF-12 act = activates DAF-12 receptor from parasite S. stercoralis. HEK293 ssDAF-12/GRIP1 lit1-tk-luc reporter, luminescence; % of 3 µM dafachronic acid response. activation, % at 6.8 µM. 1% of 370,000 active. AID 652126;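 active = activation above the mean over all tested compounds plus 3 SD, cut at about 0.9% in these data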;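 also: 0% = DMSO-only wells and 100% = 3 µM delta7-dafachronic acid wells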
FXN GAA850 act = increases GAA850 frataxin promoter reporter activity; activation, % at 6 µM; 0.56% of 360,000 active; HEK293 lucGAA850 FXN promoter luciferase reporter, 24 h; percent of 10 µM SAHA response;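 active = activation above the average of all compounds screened plus 3 SD, cutoff fixed separately per campaign, cut at about 7.5% in these data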;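 also: 0% = DMSO wells and 100% = 10 µM SAHA wells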
DAX1 inh-1 = NR0B1 (DAX1) inhibition; P51843; HEK293 Gal4-DAX1 luciferase reporter, luminescence; inhibition, % at 6.75 µM; 0.99% of 340,000 active; AID 504766;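 active = inhibition above the mean over all tested compounds plus 3 SD, cut at about 4.2% in these data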;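 also: 0% = DAX1-transfected cells with DMSO and 100% = empty-vector control cells with DMSO; inhibition shows as a rise in luminescence from relieved DAX1 repression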
Target sequence (P51843 207-470 limits assumed): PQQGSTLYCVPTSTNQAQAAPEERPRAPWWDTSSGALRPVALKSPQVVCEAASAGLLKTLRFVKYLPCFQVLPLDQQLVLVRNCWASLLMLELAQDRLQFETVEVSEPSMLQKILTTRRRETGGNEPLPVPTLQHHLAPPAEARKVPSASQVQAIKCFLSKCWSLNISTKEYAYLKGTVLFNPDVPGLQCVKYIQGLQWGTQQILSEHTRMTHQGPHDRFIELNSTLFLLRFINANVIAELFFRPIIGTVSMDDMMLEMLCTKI
SMARCA2 activ = activators of SMARCA2 function; MG213 cells, MMTV-luciferase reporter, dexamethasone, overnight; activation, % at 9.1 µM; 1% of 370,000 active; in the data active = activation above about 7.8%;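 also: 0% = vehicle wells and 100% = reference activator wells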
hgDAF12 agonist = agonists of H. glycines DAF-12 nuclear receptor. activation, % at 6.8 µM. 1.8% of 370,000 active. HEK293 GAL4-hgDAF12 UAS-luciferase reporter, agonist luminescence; normalized to butyrate control;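 active = activation above a cutoff set at the mean of all screened compounds plus 3 SD, cut at about 10% in these data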;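 also: 0% = DMSO wells and 100% = sodium butyrate wells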
DAX1 inh-2 = DAX1 (NR0B1) inhibition, primary screen. HEK293T StAR-luciferase reporter, SF-1/DAX-1 repression relief. inhibition, % at 6.8 µM. 1.1% of 370,000 active. AID 652010;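 active = inhibition above the mean over all tested compounds plus 3 SD, cut at about 3.6% in these data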;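 also: 0% = DAX-1 cells with DMSO and 100% = cells lacking DAX-1 with DMSO; higher inhibition means more luminescence from relief of DAX-1 repression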
PLCb3 inh = inhibitors of human phospholipase C beta3. Q01970. inhibition, % at 12.2 µM. Purified PLC-beta3, fluorogenic substrate, fluorescence. 0.18% of 370,000 active; in the data active = inhibition above about 11%;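 also: 0% = median of compound wells on plate and 100% = full blocker control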
Rev-erbA mod = modulators of human Rev-erb alpha DNA binding | P20393 | Rev-erbα–FITC-DNA binding, fluorescence polarization, 90 min | activity, % at 10 µM | 0.79% of 370,000 active;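 active = activity above about 14%, limit read from the data; passing the limit was not always enough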;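 also: 0% = DMSO wells with 35 nM protein and 100% = DMSO wells with 750 nM protein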
PG9 binder = PG9 antibody binding by small molecule | TR-FRET gp120-PG9 antibody binding | inhibition, % at 6.7 µM | 0.43% of 360,000 active | AID 624416; in the data active = inhibition above about 8.5%
HGIII-sPLA2 inh = Blocks human group III sPLA2 activity; Q9NZ20; QFRET BODIPY PC-A2 liposome hydrolysis, fluorescence; inhibition, % at 12.2 µM; 0.56% of 370,000 active;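 active = inhibition above mean plus 3 SD of compounds lying within the high and low control bounds, cut at about 19% in these data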;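 also: 0% = median of test compound wells and 100% = no enzyme DMSO wells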
Target sequence (Q9NZ20 whole entry, looked up): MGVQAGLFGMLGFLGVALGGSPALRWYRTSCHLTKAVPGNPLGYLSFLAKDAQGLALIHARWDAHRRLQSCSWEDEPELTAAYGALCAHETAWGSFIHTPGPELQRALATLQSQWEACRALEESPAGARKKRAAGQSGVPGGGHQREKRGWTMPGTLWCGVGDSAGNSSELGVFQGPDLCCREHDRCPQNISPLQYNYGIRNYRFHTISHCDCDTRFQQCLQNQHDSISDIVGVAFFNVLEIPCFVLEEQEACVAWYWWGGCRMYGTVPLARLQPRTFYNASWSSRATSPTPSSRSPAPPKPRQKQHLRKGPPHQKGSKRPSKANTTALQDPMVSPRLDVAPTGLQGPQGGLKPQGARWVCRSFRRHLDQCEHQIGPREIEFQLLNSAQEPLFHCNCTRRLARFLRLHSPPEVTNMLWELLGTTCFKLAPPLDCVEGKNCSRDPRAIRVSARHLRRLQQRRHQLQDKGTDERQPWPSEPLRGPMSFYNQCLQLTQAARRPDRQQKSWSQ
hcDAF12 agonist = activates DAF-12 receptor from parasite H. contortus; HEK293 hcDAF-12 lit1-tk-luc reporter, luminescence; 0% DMSO, 100% Δ7-dafachronic acid; 1.4% of 370,000 active; activation, % at 6.8 µM; AID 652067;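 active = activation above the mean of all tested compounds plus 3 SD, cut at about 5.5% in these data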;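 also: 100% = response to 3 µM Δ7-dafachronic acid high control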
* hit, by the source's call; x = no result given.

mol,ssDAF-12 act,FXN GAA850 act,DAX1 inh-1,SMARCA2 activ,hgDAF12 agonist,DAX1 inh-2,PLCb3 inh,Rev-erbA mod,PG9 binder,HGIII-sPLA2 inh,hcDAF12 agonist
C(=N\c1nc2ccccc2n1Cc1ccccc1)/c1cccs1,-1.2,3.3,-0.9,-2.6,0.9,-0.8,0.3,7.6,-2.4,-2.6,-1.4
CN(C)S(=O)(=O)c1ccc(C(=O)OCc2ccc([N+](=O)[O-])cc2)cc1,-1.0,-1.3,-0.3,6.0,0.6,0.9,0.6,-1.2,-3.7,-8.2,1.7
Cc1ccc(C(=O)N/N=C/c2nc3ccccc3n2C)cc1,-1.9,2.5,0.0,-0.6,3.9,-1.2,-39.5,4.1,0.7,2.6,-1.4
Cc1ccc(NC(=O)c2ccc(COc3ccc4c(c3)CCC4)cc2)c(C)c1,-1.1,-0.7,-1.2,-0.1,-0.7,0.9,2.6,2.7,1.7,7.0,-1.1
CN(CC(=O)Nc1c(Cl)cccc1Cl)C(=O)c1ccc2ccccc2n1,0.7,0.5,1.1,4.4,0.6,2.8,-9.3,1.0,-2.0,-2.2,2.6
Cc1ccc(CN2C(=O)C(C)Nc3ncnc(N4CCOCC4)c32)cc1 (stereo unspecified),-1.1,0.4,1.2,3.4,-1.3,0.0,0.9,-5.0,2.4,-1.8,-0.9
Cc1cccc(C)c1NC(=O)C(=O)NCCc1c[nH]c2ccccc12,0.3,0.2,0.8,3.0,-2.0,0.1,-3.6,9.9,-0.6,-47.5,-0.1
CC(=O)c1ccc(-c2ccccc2C2=CC(=O)CC(C)(C)C2=O)cc1,-0.3,x,x,-4.2,2.9,-0.5,-2.1,5.5,-2.6,14.6,-1.7
O=C(O)c1cccc(Nc2c3ccccc3nc3ccccc23)c1,-1.1,1.9,-6.1,0.2,-0.7,-0.2,-285.9,-2.1,-6.1,4.0,-1.1
CC1CC(C)CN(S(=O)(=O)c2ccc(C(=O)OCC(=O)NCCN3C(=O)CSC3=O)cc2)C1 (stereo unspecified),-1.0,1.1,0.7,-6.2,1.5,0.5,1.5,-1.5,0.4,-26.5,-0.5
Cc1ccc2nc(SCCC(=O)O)cc(C)c2c1,-1.1,-1.7,0.4,-1.9,-2.7,0.3,-0.2,-1.2,4.4,1.9,0.0
Cc1cc(F)cc(C)c1Cn1cnc2c(cnn2C(C)(C)C)c1=O,-1.2,0.8,0.1,-0.5,-1.8,-0.1,1.7,0.3,0.1,5.5,-0.1
Cc1ccnc(NS(=O)(=O)c2ccc(NC(=O)C3CCCCC3C(=O)O)cc2)n1 (stereo unspecified),-1.7,0.0,0.4,-0.5,-0.8,-0.4,2.7,0.9,0.8,0.2,-0.6
CSc1ccc(C2=CC(=O)C[C@H](c3ccc4c(c3)OCO4)C2)cc1,-1.0,2.6,0.6,-2.0,4.9,-0.2,-9.9,4.2,0.0,-4.3,1.0
CCOc1ccccc1C1CC(c2ccc(Cl)cc2)Nc2nc(N)nn21 (stereo unspecified),-1.1,3.9,-1.0,-1.2,-2.1,0.2,-30.8,2.2,0.3,7.8,-1.5
Cc1cc(C)cc(NC(=O)c2ccc(NC(=O)C3C4CC5OC(=O)C3C5C4)cc2)c1 (stereo unspecified),-2.1,0.7,0.3,-2.5,4.8,-0.8,-3.7,1.3,-1.3,0.2,-1.2
O=C(COC(=O)c1cc(S(=O)(=O)N2CCCCC2)ccc1Cl)NC1CCCCC1,-1.2,-0.7,0.8,-0.7,0.9,0.1,2.6,4.6,-0.9,-1.4,4.0
OC(c1ccccc1)C(CN1CCOCC1)c1ccccc1 (stereo unspecified),-1.1,-0.1,1.7,0.3,4.0,-0.2,-5.2,-6.5,0.8,-0.3,-0.1
COc1ccc(CNN2CCCCC2C(=O)Nc2ccc(OC)c(OCC(C)C)c2)cc1OC (stereo unspecified),-0.7,2.1,0.4,-1.5,-0.2,0.1,1.6,7.5,-2.1,5.6,-0.1
COCCN1C(=O)C(=O)/C(=C(/O)c2ccc(S(=O)(=O)N3CCOCC3)cc2)C1c1cccc(Cl)c1 (stereo unspecified),-1.3,1.1,2.0,-4.9,1.1,0.5,-3.3,1.5,-0.8,-7.2,-1.4

Overlap with the part before: two entries, followed by the next part.
mol,ssDAF-12 act,FXN GAA850 act,DAX1 inh-1,SMARCA2 activ,hgDAF12 agonist,DAX1 inh-2,PLCb3 inh,Rev-erbA mod,PG9 binder,HGIII-sPLA2 inh,hcDAF12 agonist
COc1ccc(CNN2CCCCC2C(=O)Nc2ccc(OC)c(OCC(C)C)c2)cc1OC (stereo unspecified),-0.7,2.1,0.4,-1.5,-0.2,0.1,1.6,7.5,-2.1,5.6,-0.1
COCCN1C(=O)C(=O)/C(=C(/O)c2ccc(S(=O)(=O)N3CCOCC3)cc2)C1c1cccc(Cl)c1 (stereo unspecified),-1.3,1.1,2.0,-4.9,1.1,0.5,-3.3,1.5,-0.8,-7.2,-1.4
CCN(CC(=O)Nc1cc(Cl)ccc1C)C(=O)c1ccc(=O)n(Cc2ccccc2)n1,-0.9,7.0,1.5,-2.5,-1.1,-0.6,-4.1,0.1,-0.1,1.1,-0.8
CN(C)S(=O)(=O)c1cc(NC2CC(=O)N(c3ccc(F)cc3)C2=O)ccc1Cl (stereo unspecified),-1.1,2.0,10.1*,-1.1,-3.2,-0.3,-4.3,2.0,-0.3,-6.5,-1.4
COc1ccc(OC)c(S(=O)(=O)NCC(c2ccc(F)cc2)N2CCN(C)CC2)c1 (stereo unspecified),-1.4,0.0,-0.5,1.4,-1.6,1.8,-8.7,1.3,0.9,8.1,0.6
CC1=NN(c2ccc(C)cc2)C(=O)/C1=C\C=C\c1ccccc1,-0.2,-0.4,-1.1,0.2,-2.3,0.0,-2.4,-0.4,-3.6,10.8,2.6
COc1cccc(OC)c1C(=O)NC(=S)N1CCCCC1c1cccnc1 (stereo unspecified),-1.4,0.3,0.7,-0.5,-0.5,0.8,3.0,6.6,0.3,3.4,0.7
CC(=O)c1c(C)[nH]c(C(=O)OCC(=O)N(Cc2ccccc2)C(C)(C)C)c1C,-0.9,-1.7,1.4,-0.2,-2.3,-1.3,0.0,-2.9,1.1,-4.1,-2.3
COc1ccc(CNS(=O)(=O)c2c(C(=O)N3CCCCCC3)c(C)n(C)c2C)cc1,-1.0,-0.4,0.8,-1.3,0.5,-0.2,-6.6,2.7,-1.0,0.9,-0.1
CN(C)S(=O)(=O)n1cc(/C=C(\NC(=O)c2ccccc2)C(=O)NCCN2CCOCC2)c2ccccc21,-1.1,0.0,0.2,2.2,-0.1,-1.2,-1.1,-0.1,2.5,-5.7,-2.6
Cc1ccccc1OCC(O)COc1ccccc1C,-1.4,1.6,0.6,0.6,2.8,-1.0,1.5,3.3,-2.1,-9.0,2.5
Cc1cc2c(cc1S(=O)(=O)NCc1ccccc1)NC(=O)CO2,-0.9,-2.0,1.4,-1.9,1.8,-0.3,-3.6,-4.0,0.7,11.7,-0.9
COC(=O)[C@]12C[C@H](CC(=O)NCc3cccs3)C(=O)N(Cc3ccco3)C1=C[C@H](C(C)(C)C)O[C@@H]2C,-1.7,x,x,0.6,3.8,-0.1,-1.6,5.4,x,-8.8,-1.8
COC(=O)c1cc(S(=O)(=O)Nc2ccc(C)c(F)c2)c[nH]1,-1.3,-1.6,-0.8,-2.8,-1.8,-0.1,5.6,3.1,-0.2,-11.8,-2.1
CCn1c(=S)sc2c(=O)n(CC(=O)Nc3cccc(Cl)c3)c(C)nc21,-1.6,0.3,0.5,-0.3,-0.7,-0.7,-0.7,-2.3,-3.6,-6.0,-2.1
CSCCC(NS(=O)(=O)c1ccc(C)cc1)C(=O)Nc1ccc(C)cn1 (stereo unspecified),-0.2,-0.4,2.0,1.2,-2.0,-0.6,-3.9,-8.3,-0.6,2.5,-0.2
O/N=C/c1cc(Cl)ccc1OCc1ccccc1Cl,-1.1,2.5,-0.6,-0.6,-0.2,-0.3,0.1,3.8,-3.1,-10.0,0.0
Nc1cc(=O)[nH]c(SCC(=O)Nc2ccccc2Sc2ccccc2)n1,-2.3,1.4,-1.0,-2.2,-2.9,-0.3,-8.6,-8.9,0.0,-1.0,-0.9
CC1C(=O)N2CCCc3cc(NC(=O)COc4ccccc4)cc1c32 (stereo unspecified),-1.0,-2.1,1.2,-3.0,2.2,-0.2,-5.4,0.7,-1.9,-16.1,-0.7
CC(C)c1csc(CN2CCC(n3nccc3NC(=O)Cc3ccccc3)CC2)n1,-0.8,-2.2,1.6,0.1,-1.4,-1.3,-1.7,-3.5,-3.0,-0.5,-0.5
CC1(C(=O)Nc2ccc3[nH]ncc3c2)CCN1C(=O)C/C=C/c1ccccc1 (stereo unspecified),-1.1,-0.3,x,-3.4,0.3,-1.1,-3.1,-1.8,-1.1,-2.9,-2.5
CC(NC(=O)C(C)N1C(=O)c2ccccc2C1=O)c1ccccc1 (stereo unspecified),-0.9,-0.4,-0.8,-2.3,0.3,0.3,-0.7,4.8,0.2,10.3,1.1
CCc1cccc(NC(=O)C2CCCN(S(=O)(=O)c3c(C)[nH]c(=O)[nH]c3=O)C2)c1 (stereo unspecified),-0.8,-0.3,0.3,-0.1,0.6,0.1,1.2,0.0,1.5,1.7,0.2
O=C(Cn1cc(C(=O)C2CC2)c2ccccc21)Nc1ccc(F)cc1,-1.8,-1.0,2.9,2.5,-0.4,-0.5,-1.2,5.6,1.0,-15.9,-2.1
O=[N+]([O-])c1ccccc1CSc1nnc2ccccn12,-0.3,6.7,0.1,3.8,7.9,1.8,0.7,-2.9,-2.5,4.5,3.3
NC(=O)c1nnn(-c2nonc2N)c1-c1ccc([N+](=O)[O-])cc1,-0.4,4.2,0.2,-2.4,-2.4,0.7,1.0,-0.8,-1.7,0.6,-0.8
O=C(Nc1cccc(Cl)c1)c1ccc2c(=O)n3c(nc2c1)CCCCC3,-0.3,3.5,-1.7,4.1,4.8,0.3,0.9,3.4,-4.0,-7.8,1.1
NC(=O)c1c(C(F)(F)F)cc(-c2ccccc2)nc1NCCO,-1.6,-2.1,-1.3,-4.1,-0.5,-0.8,-287.3,-1.8,0.6,-1.6,-0.9
N#C/C(C(=O)NCc1ccccc1)=C1/N=C(NC(=O)c2ccco2)c2ccccc21,-0.7,2.5,1.6,10.2*,4.3,1.1,-9.4,5.4,-5.3,-0.7,0.0
NS(=O)(=O)c1ccc(CCNC(=O)CSc2nc3ccsc3c(=O)n2CC2CCC(C(=O)O)CC2)cc1 (stereo unspecified),-1.1,-1.0,-0.2,-0.8,-0.2,-0.5,-0.4,5.7,-1.8,-3.2,1.2
CC1(C)Cc2cccc(OCC(=O)Nc3cc(C(F)(F)F)ccc3N3CCOCC3)c2O1,-0.3,0.4,0.8,-1.6,-1.9,0.8,0.0,1.1,-2.5,-0.9,-0.4
CCNC(=O)Nc1ccc(S(=O)(=O)Nc2cnc(C)nc2C)cc1,-1.2,0.6,0.0,0.9,-1.0,-0.4,-3.0,2.3,-0.8,7.1,-0.8
CNc1nccc(-c2ccc(F)cc2)c1C#N,-2.0,1.2,-0.7,2.3,-3.7,-1.1,-162.5,-3.4,0.2,-0.5,-2.0
